GSIS activator: GLuc luminescence reporter in INS-1E cells, primary screen for activators of glucose-dependent secretion of insulin | INS-1E GLuc reporter insulin secretion, 2-3 h | 370,000 compounds, 0.61% hits | activation, % at 16.6 µM | AID 743287;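 active means lowest replicate activation of at least 40%, so every replicate reaches that level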;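 further: 0% = median of neutral control wells and 100% = median of IBMX positive control wells; some compounds called inactive have numbers as strong as hits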
Statin myotox sup: suppressors of simvastatin-induced myotoxicity in C2C12 myotubes | rescue of ATP level, % at 7.49 µM | AID 602340 | ATP luminescence, 48 h; scaled: DMSO 0, geranylgeraniol control 100 | 330,000 compounds, 0.78% hits;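 active means mean ATP rescue above about 67%, or every replicate alone reaching that limit, limit read from the data, passing the limit was not always enough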;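 further: myotubes were challenged with 10 µM simvastatin during compound exposure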
Cneo AK release: causes C. neoformans cell lysis | 360,000 compounds, 0.2% hits | adenylate kinase release luminescence, 4 h; normalised: neutral wells 0, clomiphene wells 100 | lysis activity, % at 15 µM;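 active means mean lysis activity across replicates of at least 80%, whatever share of replicates individually reach that level; inactive means mean lysis activity below 80%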
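Schedule: static 4 h at 37 °C with compound, 1 h detection; system: C. neoformans cells; benchmarks: Clomiphene as positive control; buffer or medium: fresh YPD medium; measure: luminescence rise reflecting yeast cell lysis; measured by: luminescent adenylate kinase detection reagent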
CFTR F508del cor: correctors of CFTR F508del function in bronchial epithelial cells; CFBE cells, YFP halide quenching; stimulated with forskolin plus potentiator P3; % fluorescence drop versus neutral controls; activity (quench increase), % at 7.58 µM; 350,000 compounds, 0.36% hits;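 active means mean added fluorescence quench of at least 8% versus neutral control, with both replicates also reaching 8%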;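 further: cells transiently co-express mutant CFTR-F508del with the halide-sensitive YFP; corrector assay measuring rescue of mutant channel to the surface after 24 h compound exposure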
PGC1a acetyl inh: PGC1a acetylation modulation, inhibitor mode. U2OS PGC1a acetylation, AlphaScreen anti-acetyl-lysine; with virally co-expressed GCN5 acetyltransferase. inhibition, % at 15.6 µM. 350,000 compounds, 0.17% hits. AID 651687;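 active means every replicate shows inhibition of at least 40%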;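 further: 0% = neutral control wells and 100% = positive control wells; some results beyond the cut were filed as inactive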
FN deposit inh: fibronectin deposition inhibition. AH1F fibroblasts, Alexa488-fibronectin deposition fluorescence, overnight. inhibition, % at 12.6 µM. 350,000 compounds, 0.086% hits. AID 743247;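 active means mean inhibition across replicates of 30% or more, regardless of how many single replicates reach that level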;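 further: positive control wells lacked labelled fibronectin entirely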
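material = AH1F fibroblast monolayer depositing Alexa488-labelled fibronectin into matrix | amount = 10000 AH1F cells/well | buffer or medium = DMEM plus 2% serum, read in PBS | incubation = 1 h cell adhesion before compound, then overnight fibronectin incubation | detection = fluorescence at 485 nm excitation, 525 nm emission | evaluation = percent inhibition as loss of matrix-bound fibronectin fluorescence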
PglD DTNB: inhibitors of Campylobacter jejuni PglD acetyltransferase | purified PglD enzyme, DTNB colorimetric CoA detection | inhibition, % at 12.5 µM | 360,000 compounds, 0.098% hits | AID 602405; in the data active means inhibition above about 16%, passing the limit was not always enough; further: strong numbers were not always called active
miR-122 sensor: blocks miR-122 activity in Huh7 sensor cells; Huh7 miR-122 Renilla luciferase sensor, 48 h; neutral wells = 0, positive control = 100; activation (reporter increase), % at 12.5 µM; 340,000 compounds, 0.3% hits;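 active means mean replicate activation score at least 90 and every replicate individually at or above 90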;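 further: higher luciferase means less miR-122 activity so hits act as miR-122 inhibitors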
* marks the source's active call; other numbers are inactive results; / = no result given; [ ] = another dose, or the depositor's remark.

SMILES | GSIS activator | Statin myotox sup | Cneo AK release | CFTR F508del cor | PGC1a acetyl inh | FN deposit inh | PglD DTNB | miR-122 sensor
COc1ccc(CN2CCN(C(=O)Cn3nc(C(=O)O)c4ccccc4c3=O)CC2)cc1F | 22 | 31 | -1 | -0.1 | / | 5 | 1 | 1
Cc1nc([N+](=O)[O-])c(C(=O)OCc2ccccc2Br)n1C | -4 | / | / | -0.9 | 7 | -2 | / | /
CN(C)c1ccc2c(c1)[C@H]1C[C@@H](CC(=O)NCc3cccc(F)c3)O[C@@H](CO)[C@H]1O2 | 2 | 1 | 2 | 1.7 | -2 | / | -5 | -1[16.7 µM]
CCOc1ccccc1CNC(=O)CN1C(=O)CSc2ccc(S(=O)(=O)N3CCOCC3)cc21 | 3 | -20 | 2 | 2.3 | 7 | -1 | 2 | -4
O=C(CC(c1ccccc1)c1ccccc1O)NCc1ccco1 (stereo not given) | -9 | 12 | -3 | / | / | / | 7 | /
O=S(=O)(c1ccc2c(c1)OCCO2)N(Cc1ccc(F)cc1)Cc1nnc(-c2cccs2)o1 | / | -6 | 0 | / | -3 | 18 | -4 | 8
C[C@H]1CN([C@@H](C)CO)C(=O)c2cc(NC(=O)C3CCCCC3)ccc2O[C@H]1CN(C)C | 7 | 0 | -2 | -2.4 | 17 | / | -3 | -1[16.7 µM]
O=C(Nn1cnnc1)c1cc2cc(Br)ccc2oc1=O | 10 | 8 | -2 | / | -20 | -6 | 3 | 0
CCC(=O)N1C[C@@H](C)[C@H](OC)CN(C)C(=O)c2ccc(NC(=O)Nc3ccc(Cl)cc3)cc2OC[C@@H]1C | -20 | 12 | -1 | 3.3 | -2 | 7 | -2 | /
O=C(Cc1cccs1)NCc1ccc(Cl)cc1Cl | -10 | -1 | -11 | -2.0 | -12 | 8 | -8 | -2
C[C@@H]1CN([C@@H](C)CO)C(=O)c2cc(C#Cc3ccccc3F)cnc2O[C@@H]1CN(C)C(=O)Cc1cccnc1 | -6 | 12 | -8 | 2.1 | 8 | / | -3 | /
COc1ccc(C(=O)N2CCN(c3nc(C4CC4)nc4sc(C)c(C)c34)CC2)cc1 | 15 | 4 | 2 | -0.4 | -13 | -4 | 13 | 1
O=c1[nH]sc2ccccc12 | 5 | / | / | -6.3 | -23 | -7 | / | /
CNC(=O)CSc1nc2ccccc2c(=O)n1-c1cc(OC)ccc1OC | -8 | / | 14 | 0.2 | -3 | -2 | -1 | -5
O=C(C[C@H]1C(=O)N(CCc2ccccc2)C[C@@H]1c1ccccc1)Nc1ccccc1 | -36 | 3 | 1 | 0.8 | 8 | 2 | 3 | 70
CO[C@@H]1CN(C)C(=O)c2cc(NC(=O)Nc3ccc(F)cc3)ccc2OC[C@@H](C)N(C(=O)c2cnccn2)C[C@H]1C | 2 | 0 | -1 | -2.5 | -8 | 3 | 4 | 0[16.7 µM]
Cc1c(CCC(=O)N[C@@H](CC(C)C)C(=O)O)c(=O)oc2c(C)c3oc4c(c3cc12)CCCC4 | -5 | -3 | 0 | 1.7 | / | 0 | -6 | /
CCn1c(NCc2ccccn2)nc2c1c(=O)n(C)c(=O)n2C | / | 13 | 0 | / | 3 | -1 | 4 | -1
COc1ccc(-n2ncc3c(N4CCCc5ccccc54)ncnc32)cc1 | -13 | / | 7 | 0.2 | 1 | / | -2 | -1
NC(=O)C1CCCN(C(=O)c2ccc(S(=O)(=O)N3CCCCCC3)cc2)C1 (stereo not given) | / | 14 | 1 | -1.5 | 4 | 0 | -4 | -6
Fc1ccc(-n2cnnn2)c(F)c1 | 2 | 2 | 7 | 1.0 | / | / | 3 | -7
CN(CC(=O)Nc1ccc(Cl)cc1F)C1=NS(=O)(=O)c2ccccc21 | -10 | 7 | 1 | 2.7 | -10 | / | 0 | 13
O=C1OCc2ccc(NC(=O)c3sccc3Cl)cc21 | -8 | 9 | 0 | -1.0 | 5 | 9 | -9 | -15
O=C(C1CC1)N(Cc1nc2ccccc2c(=O)[nH]1)Cc1cccs1 | 3 | -7 | / | -0.4 | / | 16 | / | 0
O=[N+]([O-])c1ccc(Sc2cc[n+]([O-])c3ccccc23)c([N+](=O)[O-])c1 | 6 | 80* | -2 | 0.3 | -10 | -3 | -5 | -4
CCOc1ccccc1NC(=S)N1CCN(c2nc(-c3ccc(F)cc3)cs2)CC1 | 19 | / | / | 3.7 | -1 | 11 | / | /
CN(C)CCn1c(C(=O)Nc2ccccc2)cc2ccccc21 | / | 14 | -1 | / | 11 | / | -3 | -2
CCOc1cc(/C=C2/C(=O)ON=C2C)cc(Br)c1O | -5 | 11 | 3 | 0.3 | -4 | -3 | 7 | 5
Cc1csc(NC(=O)C2CCN(S(=O)(=O)c3cccs3)CC2)n1 | -7 | -10 | 0 | 0.5 | -14 | 6 | -7 | -2
Cc1nc2nc3c(c(=O)n2[nH]1)CCCC3 | / | -4 | -2 | / | 0 | / | -2 | 7
CC(C)CC#Cc1ccc2c(c1)O[C@H](CN(C)C)[C@H](C)CN([C@H](C)CO)S2(=O)=O | -2 | 4 | -5 | -2.3 | -9 | 2 | 3 | 15[16.7 µM]
Cc1ccc2sc(N(CCN(C)C)C(=O)/C=C/c3cccs3)nc2c1C | 5 | 14 | 8 | 0.1 | 8 | 1 | 2 | 11
CC1NC(=O)c2cc3ccccc3cc2-n2c1nc1ccccc1c2=O (stereo not given) | 12 | 3 | -1 | 2.1 | / | -8 | -6 | 0
O=C(COc1ccc(Cl)cc1)N1N=C(c2cccs2)CC1c1ccco1 (stereo not given) | 42 | 2 | 5 | 1.9 | -1 | 3 | -1 | -4
Cc1cc(C(=O)Nc2c(C)n(C)n(-c3ccccc3)c2=O)c2ccccc2n1 | 0 | 3 | 0 | / | 3 | / | -3 | -10
CC(C)(O)C#Cc1ccc([C@@H]2[C@@H](CO)N3CCCCN(S(C)(=O)=O)C[C@@H]23)cc1 | 1 | 21 | 0 | -3.4 | 0 | 2 | 3 | 7[16.7 µM]
CCN(CC)C(=O)CSc1nnc(CCCCCNC(=O)OC(C)(C)C)o1 | / | 0 | -2 | / | 1 | 1 | -4 | -6
C#Cc1ccc([C@H]2C=C(C(=O)NCc3nc4ccccc4[nH]3)O[C@@H](OCc3ccc(CO)cc3)C2)cc1 | -19 | 4 | -2 | -0.6 | -6 | 0 | 0 | 1
CC(C)(C)[S@](=O)N1Cc2cc(C(=O)N3CCc4ccccc4C3)nc(-c3cccc(-c4cccnc4)c3)c2[C@@H]1CCO | -17 | -2 | 1 | 0.3 | -1 | 9 | 1 | /
COc1cccc(C(=O)Nc2c[nH]c(=O)[nH]c2=O)c1 | 15 | 3 | 0 | 2.7 | -11 | 0 | -2 | -5

Overlap with the part before: 2 entries; new compounds follow.
SMILES | GSIS activator | Statin myotox sup | Cneo AK release | CFTR F508del cor | PGC1a acetyl inh | FN deposit inh | PglD DTNB | miR-122 sensor
CC(C)(C)[S@](=O)N1Cc2cc(C(=O)N3CCc4ccccc4C3)nc(-c3cccc(-c4cccnc4)c3)c2[C@@H]1CCO | -17 | -2 | 1 | 0.3 | -1 | 9 | 1 | /
COc1cccc(C(=O)Nc2c[nH]c(=O)[nH]c2=O)c1 | 15 | 3 | 0 | 2.7 | -11 | 0 | -2 | -5
Cn1nc(C(=O)NC2=NCCS2)ccc1=O | / | / | 0 | / | -7 | / | 1 | -3
COc1cc(C)c(C(C)C)cc1S(=O)(=O)NCCCn1ccnc1 | / | 114* | -2 | / | -20 | -5 | 7 | 14
Cc1cc(NC(=O)CSc2ncnc3sc(C)c(C)c23)no1 | 16 | 4 | 1 | 1.2 | 0 | -38 | -3 | -5
CC12CCCCC1c1ccccc1C(=NCC(=O)O)N2 (stereo not given) | / | 14 | -2 | / | / | 1 | 2 | -9
Cc1ccc(/C=C2\SC(=S)N(CCC(=O)NNC(=O)c3cccnc3)C2=O)cc1 | 26 | / | -2 | / | -2 | 9 | 4 | -3
Cc1cccc(NC(=O)CSc2nnc(CNC(=O)c3cccs3)o2)c1C | 14 | -3 | 4 | 1.1 | 4 | -7 | 7 | 1
Cc1cc(NC(=O)CN2C(=O)NC(c3ccccc3)(c3ccc(C)c(C)c3)C2=O)no1 (stereo not given) | -51 | 0 | 0 | -1.6 | 8 | 1 | -4 | 1
COC(C[C@@H]1O[C@@H]1[C@@H](O)COCc1ccccc1)OC | 25 | -1 | 0 | 2.5 | / | -1 | -6 | 4
Cc1cccc(OCc2nnc(SCC(=O)NC3CCCCC3)n2C)c1 | -3 | 26 | -1 | 1.8 | 10 | 2 | 5 | -3
C[C@H](CO)N1C[C@H](C)[C@@H](CN(C)CC2CC2)Oc2ccc(NS(=O)(=O)c3ccc(F)cc3)cc2C1=O | 14 | 3 | 53 | 0.1 | -7 | -6 | 7 | 9[16.7 µM]
O=C(NCc1ccco1)c1cccc(S(=O)(=O)N2CCOCC2)c1 | / | 12 | 3 | / | 0 | / | 4 | -4
Cc1csc(NC(=O)c2ccc(Cl)cc2[N+](=O)[O-])n1 | 15 | -3 | -5 | -3.6 | 2 | -22 | -4 | -6
COC(=O)C1=C(N)Oc2cc(C)n(Cc3cccnc3)c(=O)c2C1c1cc(OC)ccc1OC (stereo not given) | / | 7 | -4 | / | -4 | / | 7 | 0
CCOC(=O)N1[C@@H]2C=C(C)[C@@H]2[C@@H]2[C@@H](C)C(=O)N21 | -3 | / | 1 | / | / | 5 | -1 | /
CCOC(=O)c1c(NC(=O)CC)sc(C(=O)N2CCCCC2)c1C | / | 6 | 1 | / | 3 | / | 5 | 5
Nc1ccc(-c2cc(-c3ccc(N)cc3)nc(-c3ccccc3)n2)cc1 | / | -19 | 0 | -1.1 | -3 | 7 | 5 | 4
Cc1cccc(C)c1OCC1CNC(=O)O1 (stereo not given) | 20 | -8 | 0 | -1.3 | -2 | 1 | 3 | -5
COc1ccccc1CNC(=O)C(=O)c1cn(CC(=O)N2CCCCC2)c2ccccc12 | / | 21 | -1 | 1.3 | / | 10 | 4 | -17
O=C(NC(=S)NC(c1ccccc1)c1ccncc1)c1ccccc1 (stereo not given) | -16 | 14 | -4 | / | -8 | -12 | 9 | -6
CCOCc1cc(C)[nH]c(=O)c1C#N | / | 99* | -3 | / | 3 | 2 | -1 | 0
Cc1cc(C)c(S(=O)(=O)c2ccccc2C)c(Cl)n1 | / | 11 | 1 | / | -11 | / | 0 | -5
Cc1ccc(NS(=O)(=O)c2ccc3c(c2)N(C)CCO3)cc1 | 1 | -2 | 1 | -2.4 | / | -6 | -1 | /
COc1ccc(C(=O)Nc2ccc(S(=O)(=O)Nc3nccnc3OC)cc2)cc1OC | / | -9 | -2 | / | -2 | / | 3 | -11
C[C@@H]1CN([C@@H](C)CO)S(=O)(=O)c2ccc(C#CC3CCCC3)cc2O[C@@H]1CN(C)C(=O)c1cccc(F)c1 | -11 | -13 | / | 3.2 | -4 | / | / | -8[16.7 µM]
CN1C(=O)CC(N2CCN(C(c3ccccc3)c3ccccc3)CC2)C1=O (stereo not given) | / | / | -2 | / | 5 | 6 | -1 | -8
C[C@@H]1CN([C@@H](C)CO)C(=O)c2cccc(NS(C)(=O)=O)c2O[C@H]1CN(C)Cc1ccc2c(c1)OCO2 | 13 | -3 | 54 | 0.4 | 0 | / | -4 | 2[16.7 µM]
